Screens deposited in PubChem by National Center for Advancing Translational Sciences (NCATS).
VP16 counter – VP16 counterscreen qHTS for inhibitors of ROR gamma transcriptional activity; 310,000 compounds, 3.5% hits; Potency, µM (titrated, usually from 53.6 µM), without a hit: at the highest dose activity, negative = inhibition, hits mostly inhibitors; Drosophila S2 Gal4-VP16 UAS-luciferase, luminescence, 20 h;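 further: Gal4-VP16 expression switched on by copper sulfate through the metallothionein promoter; on the % scale 0 is the no-effect control and ±100 the full control effect; nearly all actives have a fitted effect of over 50% in size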
uPA generation – qHTS for Inhibitors of Cell Surface uPA Generation. cell surface uPA generation assay, qHTS. Potency, µM (doses to about 38.3 µM), inactives show top-dose activity change, negative = inhibition, hits mostly inhibitors. 330,000 compounds, 0.31% hits. AID 540303, 2011; active means well fitted inhibition curve with a large enough effect; inconclusive means small, poorly fitted or top-dose-only effect; inactive means no such curve, though single readings can be large or run the other way; tested in mouse RAW 264.7 cells; further: on the % scale 0 is the no-effect control and ±100 the full control effect; nearly all actives have a fitted effect of over 55% in size
MLL CXXC-DNA inh – qHTS Fluorescence Polarization Assay for Inhibitors of MLL CXXC domain - DNA interaction. MLL-CXXC / FITC-HOXA9 DNA fluorescence polarization. 290,000 compounds, 0.037% hits. Potency, µM (series often up to 115 µM), without a hit: top-dose activity change, negative = inhibition, actives largely listed as inhibitors. Histone-lysine N-methyltransferase 2A (Homo sapiens), Q03164. AID 2662, 2010; active means well fitted inhibition curve with a large enough effect in the polarisation, with a control signal flat, not every such curve was filed as active; inconclusive means small, poorly fitted or top-dose-only effect, or effect the other way, or a change in a side signal; inactive means no such curve, though single readings can be large or run the other way; the % refers to the polarisation
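Purified MLL-CXXC (added from a 7 uM solution) was preincubated 5 min at ambient with pinned compounds in 50 mM Tris-HCl pH 7.5, 50 mM NaCl, 1 mM DTT, 0.05% BSA. Fluorescein-labeled HOX-A9 DNA (50 nM solution) followed, 30 min, then polarization read.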
NPC1 promoter act – qHTS Assay for NPC1 Promoter Activators. Huh7 NPC1 promoter luciferase reporter, 24 h. Potency, µM (highest dose often 9.22 µM), inactives show at the top dose activation, hits mostly activators. 320,000 compounds, 2.4% hits. AID 485313, 2010;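 further: % of control where 0% means no effect; nearly all actives have a fitted effect of over 60% in size; reporter is driven by a mutant NPC1 promoter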
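Luminescence from an NPC1 promoter-driven luciferase reporter in stably transfected Huh7 cells was measured after 24 h compound treatment at 37 °C, followed by 10 min ambient incubation with luciferase detection reagent.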
FLuc modulator – qHTS profiling assay for firefly luciferase inhibitor/activator using purifed enzyme and Km concentrations of substrates (counterscreen for miR-21 project). Luciferin 4-monooxygenase (Photinus pyralis), P08659. purified FLuc, Km substrates, luminescence inhibition. Potency, µM (titrated, usually from 57.5 µM), without a hit: top-dose activity change, negative = inhibition, hits mostly inhibitors. 360,000 compounds, 6.9% hits;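 further: plate controls were vehicle for no effect and reference inhibitor for full effect; nearly all actives have a fitted effect of over 55% in size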
Target sequence (P08659 whole entry, looked up): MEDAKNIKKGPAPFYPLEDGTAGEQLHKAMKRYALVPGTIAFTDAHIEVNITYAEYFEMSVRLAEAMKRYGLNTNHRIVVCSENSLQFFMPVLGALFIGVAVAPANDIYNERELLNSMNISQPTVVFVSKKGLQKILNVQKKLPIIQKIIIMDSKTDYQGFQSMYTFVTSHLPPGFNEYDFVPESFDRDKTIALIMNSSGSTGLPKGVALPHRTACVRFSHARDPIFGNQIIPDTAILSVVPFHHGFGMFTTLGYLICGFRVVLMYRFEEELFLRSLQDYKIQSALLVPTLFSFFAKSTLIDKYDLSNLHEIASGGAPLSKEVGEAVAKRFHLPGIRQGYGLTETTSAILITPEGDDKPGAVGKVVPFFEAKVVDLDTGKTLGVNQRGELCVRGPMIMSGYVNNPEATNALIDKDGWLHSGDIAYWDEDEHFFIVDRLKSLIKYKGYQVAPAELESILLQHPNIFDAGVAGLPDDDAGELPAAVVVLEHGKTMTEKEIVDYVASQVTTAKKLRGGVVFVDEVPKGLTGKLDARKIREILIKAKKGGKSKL
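Biochemical qHTS of compounds, final roughly 60 µM downward over six points, against 10 nM purified firefly luciferase using Km concentrations of substrates (10 uM D-luciferin, 10 uM ATP) in Tris acetate pH 7.5 buffer; luminescence output.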
BRCA1 expr act – qHTS Assay to Identify Small Molecule Activators of BRCA1 Expression | MCF7-BRCA1-FFLuc reporter, luminescence, 48 h; response scale: scaled: vehicle 0%, 10 µM genistein 100% | Potency, µM (highest dose often 46.1 µM), without a hit: at the highest dose activation, hits mostly activators | AID 624202, 2012 | 380,000 compounds, 1.1% hits; further: nearly all actives have a fitted effect of over 80% in size; some results filed as inactive show a strong effect at the top dose
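MCF7-BRCA1-FFLuc cells, 2000/well in phenol-red-free MEM, attached 2 h then treated 48 h at 37 C. Luciferase luminescence read 15 min after reagent; normalized to genistein maximum activation (10microM) and DMSO, concentration-response fitted.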
p53 reactivation – qHTS assay for re-activators of p53 using a Luc reporter | H1299 p53-A138V BP100-luciferase reporter, luminescence, 24 h | 320,000 compounds, 0.063% hits | AID 504706, 2011 | Potency, µM (series often up to 92.2 µM), for the others: at the highest dose activity change, positive = activation, actives largely listed as activators; further: % of control where 0% means no effect; nearly all actives have a fitted effect of over 45% in size
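H1299 (p53-null), stable ts p53-A138V + BP100-Luc; 1000 cells/well, Opti-MEM/10% FBS; cpd 4 pt, 1:5; 24 h, 37 deg C, 5% CO2; detection reagent 10 min RT; luminescence.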
Rab9 promoter act – qHTS Assay for Rab9 Promoter Activators; Huh7 Rab9 promoter-luciferase reporter, luminescence, 24 h; AID 485297, 2010; Potency, µM (series often up to 9.22 µM), inactives show at the top dose activation, negative = inhibition, actives largely listed as activators; 320,000 compounds, 2.8% hits; further: % of control where 0% means no effect; nearly all actives have a fitted effect of over 60% in size
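Promoter activation is measured as luciferase luminescence in Huh7 cells stably transfected with a Rab9 promoter–luciferase construct, following 24 h compound exposure at 37 °C and 10 min reagent incubation at ambient temperature.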
MBNL1-CUG inh – qHTS Assay for Inhibitors of MBNL1-poly(CUG) RNA binding. TR-FRET MBNL1-His/biotin-(CUG)12 binding, 665/545 ratio. Potency, µM (series often up to 57.5 µM), inactives show at the highest dose activity change, negative = inhibition, usual class: inhibitors. 280,000 compounds, 0.036% hits. AID 2675, 2010; active means well fitted inhibition curve with a large enough effect in the signal ratio, with a control signal flat, not every such curve was filed as active; inconclusive means small, poorly fitted or top-dose-only effect, or effect the other way, or a change in a side signal; inactive means no such curve, though single readings can be large or run the other way; the % refers to the signal ratio; further: on the % scale 0 is the no-effect control and ±100 the full control effect
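MBNL1-His + Biotin-(CUG)12, cpd titration 92 nM–58 uM; Tb anti-His Ab 0.055 ng/ul, SA-XL665 5 nM (final); 60 min RT; ratiometric 665/545 nm, Ex 340 nm; normalized to buffer and full-complex controls.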
ELG1 genotoxic – qHTS screen for small molecules that induce genotoxicity in human embryonic kidney (HEK293T) cells expressing luciferase-tagged ELG1. AID 504466, 2011. HEK293T ELG1-luciferase reporter, luminescence, 16 h. Potency, µM (highest dose often 46 µM), for the others: at the top dose activity change, positive = activation, actives largely listed as activators. 330,000 compounds, 1.3% hits; further: % of control where 0% means no effect; nearly all actives have a fitted effect of over 60% in size
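Genotoxicity was scored as increased ELG1-luciferase reporter signal, measured by ONE-Glo luminescence (30 min, room temperature). Compound or vehicle exposure of the HEK293T reporter cells lasted 16 hr at 37°C.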
RORg inh – qHTS for inhibitors of ROR gamma transcriptional activity | Potency, µM (doses to about 53.6 µM), for the others: at the top dose activity change, negative = inhibition, usual class: inhibitors | AID 2551, 2010 | 310,000 compounds, 5.4% hits | Nuclear receptor ROR-gamma (Mus musculus), P51450 | Drosophila S2 Gal4-RORgamma UAS-luciferase reporter, 20 h; further: on the % scale 0 is the no-effect control and ±100 the full control effect; nearly all actives have a fitted effect of over 60% in size
Target sequence (P51450 whole entry, looked up, the tested form may be a part): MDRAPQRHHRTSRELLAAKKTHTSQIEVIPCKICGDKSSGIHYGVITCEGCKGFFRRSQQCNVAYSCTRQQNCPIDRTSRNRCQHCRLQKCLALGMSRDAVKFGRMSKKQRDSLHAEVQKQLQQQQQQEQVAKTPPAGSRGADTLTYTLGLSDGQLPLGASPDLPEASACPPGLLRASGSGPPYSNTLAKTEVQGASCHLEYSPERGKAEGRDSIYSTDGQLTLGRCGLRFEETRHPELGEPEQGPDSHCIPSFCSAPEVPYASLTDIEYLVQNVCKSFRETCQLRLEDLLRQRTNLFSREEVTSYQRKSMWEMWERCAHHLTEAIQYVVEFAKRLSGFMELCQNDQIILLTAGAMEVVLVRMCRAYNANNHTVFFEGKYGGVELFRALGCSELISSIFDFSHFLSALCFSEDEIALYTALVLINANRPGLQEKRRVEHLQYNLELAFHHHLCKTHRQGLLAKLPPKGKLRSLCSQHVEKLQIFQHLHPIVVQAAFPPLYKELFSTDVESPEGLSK
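Schneider cells (Drosophila), stable Gal4 DBD–ROR gamma + UAS-luc; 1 hr cmpd preincubation; Cu2+ induction 700 uM final; 20 hr ambient; luminescence.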
Numbers without * were called inactive; [ ] = another dose, or the depositor's remark. Unless noted, the call rests on the fitted dose curve; in most records, active means well fitted curve in the direction sought with a large enough effect; inconclusive means small, poorly fitted or top-dose-only effect, or another doubt; inactive means no such curve, though single readings can be large; an effect the other way counts as inactive or inconclusive. Potency means the concentration at half of the fitted maximal effect. Not all compounds are listed; the hit share may differ from the screen's.

What do the screens show for `CC(=O)Nc1ccc(NC(=O)CSc2nccn2Cc2ccccc2)cc1`?
VP16 counter: 4%; uPA generation: 1%; MLL CXXC-DNA inh: -9%; NPC1 promoter act: 2%; FLuc modulator: -13%; BRCA1 expr act: 1%; p53 reactivation: 8%; Rab9 promoter act: -2%; MBNL1-CUG inh: -1%; ELG1 genotoxic: -1%; RORg inh: 18%

Results for O=S(=O)(c1cccc(S(=O)(=O)N2CCOCC2)c1)N1CCCCC1 ?
VP16 counter: 13%; uPA generation: -3%; MLL CXXC-DNA inh: -4%; NPC1 promoter act: 1%; FLuc modulator: 4%; BRCA1 expr act: -11%; p53 reactivation: -5%; Rab9 promoter act: -1%; MBNL1-CUG inh: -2%; ELG1 genotoxic: 2%; RORg inh: -5%

Results for Cc1ccc(C(=O)NC(=S)Nc2cccc(-c3nc4ccccc4s3)c2)cc1 ?
VP16 counter: 3%; uPA generation: 2%; MLL CXXC-DNA inh: 7%; NPC1 promoter act: 15%; FLuc modulator: 12µM*; BRCA1 expr act: -3%; p53 reactivation: inconclusive; Rab9 promoter act: 9%; MBNL1-CUG inh: -7%; ELG1 genotoxic: inconclusive; RORg inh: -17%

How did COc1cccc(Cn2cnc3c(NS(=O)(=O)c4cccc(Cl)c4Cl)c(C)c(C)cc32)c1 do in these assays?
VP16 counter: inconclusive; uPA generation: -3%; MLL CXXC-DNA inh: 5%; NPC1 promoter act: -1%; FLuc modulator: 0%; BRCA1 expr act: -75%; p53 reactivation: -3%; Rab9 promoter act: -4%; MBNL1-CUG inh: inconclusive; ELG1 genotoxic: -8%; RORg inh: inconclusive

How did O=C(NCc1ccc2c(c1)OCO2)c1cc2ncc(Br)cn2n1 do in these assays?
VP16 counter: -4%; uPA generation: 0%; MLL CXXC-DNA inh: -1%; NPC1 promoter act: -3%; FLuc modulator: 0%; BRCA1 expr act: -11%; p53 reactivation: -2%; Rab9 promoter act: -7%; MBNL1-CUG inh: inconclusive; ELG1 genotoxic: -3%; RORg inh: -24%

Results for C/C(=N\NS(=O)(=O)c1ccc(Cl)cc1)c1ccc(O)cc1 ?
VP16 counter: 1%; uPA generation: 0%; MLL CXXC-DNA inh: -3%; NPC1 promoter act: -1%; FLuc modulator: -9%; BRCA1 expr act: -3%; p53 reactivation: 0%; Rab9 promoter act: 9%; MBNL1-CUG inh: -11%; ELG1 genotoxic: 1%; RORg inh: -4%

Results for CCOc1ccccc1N(CC(=O)NCc1ccccc1)C(=O)CCC(=O)Nc1cc(C)ccn1 ?
VP16 counter: -11%; uPA generation: 4%; MLL CXXC-DNA inh: 1%; NPC1 promoter act: -2%; FLuc modulator: 4%; BRCA1 expr act: -1%; p53 reactivation: -2%; Rab9 promoter act: 0%; MBNL1-CUG inh: 6%; ELG1 genotoxic: -6%; RORg inh: -25%

Results for COc1ccc(-c2ccc(SCC(=O)NC3CCCCC3)nn2)cc1OC ?
VP16 counter: 1%; uPA generation: -15%; MLL CXXC-DNA inh: -5%; NPC1 promoter act: 27%; FLuc modulator: 5.4µM*; BRCA1 expr act: 30%; p53 reactivation: 22%; Rab9 promoter act: inconclusive; MBNL1-CUG inh: 2%; ELG1 genotoxic: 9%; RORg inh: -1%

How did CC(=O)N1CCN(c2ccc(NC(=O)c3ccc(C)c([N+](=O)[O-])c3)cc2)CC1 do in these assays?
VP16 counter: 4%; uPA generation: 0%; MLL CXXC-DNA inh: -6%; NPC1 promoter act: -1%; FLuc modulator: -5%; BRCA1 expr act: 6%; p53 reactivation: -43%[inhibitor]; Rab9 promoter act: 12%; MBNL1-CUG inh: inconclusive; ELG1 genotoxic: -3%; RORg inh: 12%

What do the screens show for `Cc1ccc2cc(CCNS(=O)(=O)c3ccc(F)cc3)c(=O)[nH]c2c1C`?
VP16 counter: inconclusive; uPA generation: 2%; MLL CXXC-DNA inh: -1%; NPC1 promoter act: -3%; FLuc modulator: 5%; BRCA1 expr act: 0%; p53 reactivation: 2%; Rab9 promoter act: -1%; MBNL1-CUG inh: -2%; ELG1 genotoxic: -7%; RORg inh: 34%

How did CCCCN(C(=O)CSc1nc2ccccc2n1CC)C1CCS(=O)(=O)C1 (stereo not given) do in these assays?
uPA generation: 3%; NPC1 promoter act: -1%; FLuc modulator: 6%; BRCA1 expr act: -5%; p53 reactivation: -5%; Rab9 promoter act: -5%; ELG1 genotoxic: -1%

Results for COc1ccc(CCC(=O)N2CCN(c3ccccc3)CC2)cc1OC ?
VP16 counter: -8%; uPA generation: -1%; MLL CXXC-DNA inh: 1%; NPC1 promoter act: -4%; FLuc modulator: -2%; BRCA1 expr act: -25%; p53 reactivation: -6%; Rab9 promoter act: -2%; MBNL1-CUG inh: -4%; ELG1 genotoxic: -5%; RORg inh: 6%

What do the screens show for `CN1CCN(C(=O)Nc2ccccc2)CC1`?
VP16 counter: -1%; uPA generation: 0%; MLL CXXC-DNA inh: -15%; NPC1 promoter act: -3%; FLuc modulator: 5%; BRCA1 expr act: 2%; p53 reactivation: 6%; Rab9 promoter act: -5%; MBNL1-CUG inh: 2%; ELG1 genotoxic: -2%; RORg inh: 24%

How did CCOc1c(Cl)cc(/C=N/NC(N)=S)cc1OC do in these assays?
VP16 counter: 16µM*; uPA generation: -5%; MLL CXXC-DNA inh: -2%; NPC1 promoter act: 2%; FLuc modulator: 0%; BRCA1 expr act: -2%; p53 reactivation: inconclusive; Rab9 promoter act: -4%; ELG1 genotoxic: 7%; RORg inh: 7.1µM*

What do the screens show for `CCc1nc2sc3c(=O)n(N)cnc3c2c2c1COC(C)(C)C2`?
VP16 counter: -6%; MLL CXXC-DNA inh: 3%; NPC1 promoter act: 0%; FLuc modulator: 6%; p53 reactivation: -2%; Rab9 promoter act: -8%; MBNL1-CUG inh: -2%; ELG1 genotoxic: 15%; RORg inh: 16%

What do the screens show for `CCCc1cc(=O)[nH]c(SCC(=O)Nc2ccc(Cl)c(S(=O)(=O)N3CCOCC3)c2)n1`?
uPA generation: -11%; NPC1 promoter act: -2%; FLuc modulator: 2%; BRCA1 expr act: -17%; p53 reactivation: 1%; Rab9 promoter act: -4%; ELG1 genotoxic: -1%

What do the screens show for `O=S(=O)(NCc1ccccc1)NCc1cccc(C(F)(F)F)c1`?
VP16 counter: 4%; uPA generation: -1%; MLL CXXC-DNA inh: 14%; NPC1 promoter act: 0%; FLuc modulator: 0%; BRCA1 expr act: -5%; p53 reactivation: -5%; Rab9 promoter act: 2%; ELG1 genotoxic: 3%; RORg inh: 17%

Results for Cc1cccc(CC(=O)Nc2cccnc2)c1 ?
VP16 counter: 0%; uPA generation: 0%; MLL CXXC-DNA inh: 9%; NPC1 promoter act: -3%; FLuc modulator: 2%; BRCA1 expr act: -1%; Rab9 promoter act: -2%; MBNL1-CUG inh: -7%; ELG1 genotoxic: 2%; RORg inh: 21%

How did Cc1nc(C(=O)NCc2ccccc2)sc1C1(C)CC(c2cccnc2)=NO1 (stereo not given) do in these assays?
VP16 counter: -1%; uPA generation: 2%; MLL CXXC-DNA inh: 3%; NPC1 promoter act: 1%; FLuc modulator: -1%; BRCA1 expr act: 0%; p53 reactivation: -2%; Rab9 promoter act: -3%; MBNL1-CUG inh: -8%; ELG1 genotoxic: -4%; RORg inh: inconclusive

How did Cc1csc(NC(=O)CSc2nnc(Cn3c(=O)sc4ccccc43)n2-c2ccccc2)n1 do in these assays?
VP16 counter: 3%; uPA generation: 1%; MLL CXXC-DNA inh: 0%; NPC1 promoter act: 0%; FLuc modulator: -5%; BRCA1 expr act: -20%; p53 reactivation: -7%; Rab9 promoter act: 8%; MBNL1-CUG inh: -9%; ELG1 genotoxic: -7%; RORg inh: 2%

How did O=C(NCC1CCCO1)C(C(=O)c1ccc(F)cc1)n1ccccc1=O (stereo not given) do in these assays?
VP16 counter: inconclusive; uPA generation: 5%; MLL CXXC-DNA inh: -9%; NPC1 promoter act: 12%; FLuc modulator: -6%; BRCA1 expr act: 10%; p53 reactivation: 0%; Rab9 promoter act: 11%; MBNL1-CUG inh: -10%; ELG1 genotoxic: -2%; RORg inh: 2%
